Assay outcomes (PubChem)
GAA inhib: qHTS Assay for Inhibitors of Human alpha-Glucosidase as a Potential Chaperone Treatment of Pompe Disease; Lysosomal alpha-glucosidase (Homo sapiens), P10253; purified human GAA, 4-MU-alpha-glucoside fluorescence; Potency, µM (highest dose often 76.9 µM), for the others: at the top dose activity change, negative = inhibition, hits mostly inhibitors; 200,000 compounds, 0.005% hits; AID 1466, 2008;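 further: potency means the concentration at half of the fitted maximal effect; plate controls were uninhibited enzyme wells for no effect and no-enzyme background for full effect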
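AC50 values come from Hill fits of compound titrations (up to 77 uM) against 4 nM human enzyme. Substrate 4-methylumbelliferyl-alpha-D-pyranoside at 400 uM, pH 5.0 citrate buffer, 20 min room temperature; fluorescence Ex 365/Em 440 after alkaline stop.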
HTT ATP protect: qHTS Multiplex Assay to Identify Dual Action Probes in a Cell Model of Huntington: Cytoprotection (ATP); PC12 HTT-Q103 induced, cytoprotection, ATP luminescence, 40 h; Potency, µM (doses to about 56.4 µM), inactives show cytoprotection (ATP increase), hits mostly activators; 230,000 compounds, 0.14% hits;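 further: potency means the concentration at half of the fitted maximal effect; % of control where 0% means no effect; nearly all actives have a fitted effect of over 45% in size; toxic huntingtin expression switched on by the ecdysone agonist tebufenozide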
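Cells were plated at 1500 per well in phenol red-free DMEM with 5% equine and 5% calf serum. Tebufenozide (100 nM final) and compounds were added, then ATPlite reagent, and luminescence was read.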
HttQ103 aggreg: qHTS Multiplex Assay to Identify Dual Action Probes in a Cell Model of Huntington: Aggregate Formation (GFP); PC12 HttQ103-GFP aggregates, Acumen cytometry, 40 h; AID 1688, 2009; 220,000 compounds, 1.1% hits; Potency, µM (top dose mostly 46.1 µM), inactives show at the top dose activity change, negative = inhibition, most hits filed as inhibitors; further: potency means the concentration at half of the fitted maximal effect; on the % scale 0 is the no-effect control and ±100 the full control effect; nearly all actives have a fitted effect of over 60% in size
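PC12/HTTQ103-GFP, ecdysone-inducible; teb 100 nM; cpd qHTS titration; GFP aggregates read on laser cytometer, Ex 488/Em 500-530 nm.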
CBFb-RUNX1 inh: qHTS Assay for Compounds Blocking the Interaction Between CBF-beta and RUNX1 for the Treatment of Acute Myeloid Leukemia | AlphaScreen CBFb-His/RUNX1-biotin binding, biochemical | Potency, µM (highest dose often 59.8 µM), without a hit: at the top dose activity, negative = inhibition, actives largely listed as inhibitors | 230,000 tested, under 10 active; further: % of control where 0% means no effect
Target sequence (Q01196 whole entry, looked up): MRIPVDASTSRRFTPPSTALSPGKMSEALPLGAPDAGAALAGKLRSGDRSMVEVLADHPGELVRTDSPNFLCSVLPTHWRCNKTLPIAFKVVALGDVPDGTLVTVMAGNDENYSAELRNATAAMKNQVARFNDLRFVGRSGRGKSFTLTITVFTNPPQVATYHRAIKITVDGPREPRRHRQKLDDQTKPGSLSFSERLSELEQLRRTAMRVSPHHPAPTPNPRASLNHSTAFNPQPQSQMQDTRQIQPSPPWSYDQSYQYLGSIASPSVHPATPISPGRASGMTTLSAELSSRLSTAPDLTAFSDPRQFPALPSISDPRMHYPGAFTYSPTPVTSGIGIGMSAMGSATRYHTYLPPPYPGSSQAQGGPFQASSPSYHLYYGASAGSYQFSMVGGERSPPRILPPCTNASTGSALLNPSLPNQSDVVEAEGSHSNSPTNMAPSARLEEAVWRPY
Target sequence (Q13951 whole entry, looked up): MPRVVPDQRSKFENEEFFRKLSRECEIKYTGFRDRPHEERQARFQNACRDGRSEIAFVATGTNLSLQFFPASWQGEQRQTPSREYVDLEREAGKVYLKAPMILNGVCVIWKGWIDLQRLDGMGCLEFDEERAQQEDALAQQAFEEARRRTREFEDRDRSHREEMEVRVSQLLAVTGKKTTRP
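Compounds were screened at multiple concentrations against a preformed CBF-beta(His)/RUNX1(biotin) complex (30 nM of each) for 15 min at room temperature, followed by 90 min with nickel and streptavidin beads and AlphaScreen reading.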
GAA glycogen: qHTS Assay for Inhibitors and Activators of Human alpha-Glucosidase Cleavage of Glycogen | Lysosomal alpha-glucosidase (Homo sapiens), P10253 | recombinant GAA, glycogen substrate, Amplex Red glucose oxidase fluorescence | Potency, µM (doses to about 76.4 µM), without a hit: top-dose activity change, negative = inhibition, actives largely listed as inhibitors | 300,000 compounds, 0.38% hits | AID 2100, 2009;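 further: potency means the concentration at half of the fitted maximal effect; 0% = full enzyme reaction and -100% = no-enzyme basal signal; the screen sought inhibitors and activators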
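qHTS, 1536-well; enzyme 4 nM final; cpd up to 77 uM; substrate bovine liver glycogen 30 ug; 50 mM citrate/phosphate pH 5.0, 0.01% Tween-20; 37 C, 40 min; Amplex Red detection 45 min RT; Hill fit → AC50.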
GAA spleen mod: qHTS Assay for Inhibitors and Activators of Human alpha-Glucosidase From Spleen Homogenate | 240,000 compounds, 0.006% hits | AID 2112, 2009 | human spleen homogenate, 4-MU-alpha-glucoside fluorescence | Lysosomal alpha-glucosidase (Homo sapiens), P10253 | Potency, µM (doses to about 79.9 µM), for inactives: at the top dose activity change, negative = inhibition, usual class: inhibitors;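 further: potency means the concentration at half of the fitted maximal effect; 0% = enzyme with vehicle and -100% = no enzyme basal signal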
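Compounds were titrated against alpha-glucosidase in spleen homogenate at pH 5.0, with 1 mM 4-methylumbelliferyl substrate for 40 min at 37 C. Reactions were quenched with pH 10 NaOH/glycine and fluorescence measured.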
Lamin A splicing: qHTS Assay for Modulators of Lamin A Splicing; AID 1487, 2009; HeLa LMNA splicing GFP/RFP minigene ratio, 48 h; 200,000 compounds, 0.01% hits; Potency, µM (doses to about 46.1 µM), for inactives: at the top dose ratio change, negative = inhibition, most hits filed as inhibitors; active means well fitted inhibition curve with a large enough effect in the signal ratio, with a control signal flat, not every such curve was filed as active; inconclusive means small, poorly fitted or top-dose-only effect, or effect the other way, or a change in a side signal; the % refers to the signal ratio; further: potency means the concentration at half of the fitted maximal effect; on the % scale 0 is the no-effect control and ±100 the full control effect
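S3 HeLa stable clones carrying a lamin A-EGFP splicing minigene plus DsRed2 were seeded at 600 cells/well in Opti-MEM with 2% FBS, pin-dosed and incubated 48 h at 37°C. Acumen cytometry (488 nm) gave the GFP/RFP total-intensity ratio.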
The depositor's hits bear a star; ? = inconclusive; / = not tested or not shown; [ ] = remark or other dose. Unless noted, the call rests on the fitted dose curve; in most records, active means well fitted curve in the direction sought with a large enough effect; inconclusive means small, poorly fitted or top-dose-only effect, or another doubt; inactive means no such curve, though single readings can be large; an effect the other way counts as inactive or inconclusive.

SMILES	GAA inhib	HTT ATP protect	HttQ103 aggreg	CBFb-RUNX1 inh	GAA glycogen	GAA spleen mod	Lamin A splicing
CC(Sc1cccc[n+]1[O-])C(=O)Nc1cccc(S(=O)(=O)N2CCOCC2)c1 (stereo not drawn)	?	0%[10 µM]	5%	0%	-11%	-6%	?
S=C1NC2(CCCCCC2)N=C1c1ccccc1	3%	-13%	-26%	3%	4%	2%	-14%[46 µM]
NC(=O)c1c(NC(=O)C2CCCO2)sc2c1CCCC2 (stereo not drawn)	6%	-11%[10 µM]	-17%	2%	10%	-6%	-11%
O=C(O)CC1SC(=O)N(Cc2ccccc2)C1=O (stereo not drawn)	1%	1%	1%	1%	0%	-4%	5%
O=C(O)CCCC(=O)Nc1cc([N+](=O)[O-])ccc1O	/	21%[10 µM]	35%[9.22 µM]	4%	6%	-8%	/
O=C(c1ccccc1Cl)N1CCCC(c2nc3c(nnn3Cc3ccccc3)c(=O)[nH]2)C1 (stereo not drawn)	-5%	-14%[10 µM]	22%	-4%	-2%	0%	8%
COc1ccc(C(C)=O)c(OC(=O)c2ccc(OC)c(OC)c2)c1	-1%	14%[10 µM]	1%	15%	-1%	-3%	-15%
O/N=C1/CCCSc2ccccc21	-4%	-14%	-1%	0%	-2%	3%	4%
COc1ccc(-n2c(CNC(=O)COc3ccccc3)n[nH]c2=S)cc1	-3%	-35%[inhibitor]	-10%	-2%	1%	-7%	/
CCOc1cc(/C=N/NC(=O)c2cccc([N+](=O)[O-])c2)ccc1OS(=O)(=O)c1ccccc1	4%	-18%	-4%	-18%	-4%	-17%	-4%
Cc1[nH]c2c(C)cccc2c1CCNC(=O)c1ccc2c(c1[N+](=O)[O-])C(=O)c1ccccc1C2=O	-1%	-13%	0%	-19%	9%	-7%	?
O=C(CSc1cn(CCNC(=O)c2ccc3ccccc3c2)c2ccccc12)NCc1ccco1	1%	0%[10 µM]	-21%	-16%	-2%	3%	?
O=Cc1cccn1-c1ncc(Br)cn1	-2%	0%[10 µM]	-5%	-2%	-3%	5%	0%[46 µM]
CC(=O)Nc1sc2c(c1C#N)CC(C)(C)NC2(C)C	-5%	7%	-2%	3%	2%	-3%	1%
CC1=C2C(CCS2(=O)=O)CC2(C1)C(=O)OC(C)(C)OC2=O (stereo not drawn)	-3%	-21%	19%	0%	2%	-11%	-2%
S=C(c1cn(CCOc2ccccc2)c2ccccc12)N1CCCC1	-10%	-4%[10 µM]	?	-27%	-4%	-4%	-22%
Clc1ccccc1CN1CCC(Cc2ccccc2)CC1	0%	-12%[10 µM]	-6%	-8%	10%	-5%	-11%
CC(C)OC(=O)C(NC(=O)c1ccccc1)=C1CCCCC1	-6%	0%	0%	1%	2%	1%	3%
O=c1ccc(Oc2nc(N3CCCCC3)nc(N3CCCCC3)n2)n[nH]1	3%	-8%[10 µM]	11%	13%	13%	-3%	-2%
OCCN1CCN(c2nc(-c3ccccc3)nc3c2oc2ccccc23)CC1	-4%[15.4 µM]	-31%	-17%	-6%	-5%	-1%	?
CCn1cc(C2=NC(C(C)C)CO2)c2ccccc21 (stereo not drawn)	1%	-9%	-3%	13%	1%	-5%	-13%
COc1ccc(-c2cn3cccnc3n2)cc1NC(=O)CC(C)C	8%	-7%	8%	-2%	-3%	3%	9%
O=C(CN1CCCC1)NCC1(c2ccccc2)CCOCC1	0%	-5%	3%	2%	2%	-10%	3%
CC(C)n1nc(C(=O)NCCc2ccc(S(N)(=O)=O)cc2)c2ccccc2c1=O	-2%	-5%[0.074 µM]	-9%	8%	2%	1%	9%
CCOP(=O)(Nc1ccc2oc(=O)c3ccccc3c2c1)OCC	/	-8%[10 µM]	-29%[9.22 µM]	17%	5%	6%	/
COc1cc(/C=N/n2cnnc2)ccc1Oc1nc(Cl)ncc1F	2%	-1%	?	1%	5%	7%	/
O=C(N/N=C/c1cccc(C(F)(F)F)c1)c1ccccc1O	0%	-25%	?	11%	-14%	2%	-14%[46 µM]
O=C1CCCc2c1cc(C(=O)NCc1ccco1)c(=O)n2-c1ccccc1	3%	-16%[10 µM]	10%	2%	6%	5%	-5%
COc1ccc(C(=O)CC(Nc2ccc([N+](=O)[O-])cc2)c2ccc(Cl)cc2)cc1 (stereo not drawn)	-5%	-5%[10 µM]	?	-19%	-10%	-11%	?
CCC(=O)Nc1nn(C)c2nc3c(C)cccc3cc12	1%	-6%[0.074 µM]	?	10%	1%	0%	-12%
CN1CCN(c2ncc3nc(-c4cn(C)c5ccccc45)c(=O)n(C)c3n2)CC1	/	16%	/	/	/	-10%	?
O=c1oc(-c2ccc(F)cc2)nc2ccsc12	-2%	-16%	8%	2%	-1%	-2%	-1%
CC(=O)N1CCc2cc(S(=O)(=O)NC(C(=O)NC3CCCc4ccccc43)C(C)C)ccc21 (stereo not drawn)	-7%	0%	11%	5%	0%	-1%	0%
N#Cc1cc2c(nc1SCC(N)=O)CCCCC2	11%	5%[10 µM]	-12%	2%	-10%	6%	8%
O=C1CN(c2nc(-c3ccccc3)c3cc(Br)ccc3n2)c2ccccc2N1	2%	-20%	4%	-7%	8%	1%	4%
c1ccc(C2=Nc3cccc4cccc(c34)N2)cc1	-6%	8%[10 µM]	7%	3%	?	2%	?

Among those listed so far, these have an aryl thioether with sulfur outside any ring:
SMILES	GAA inhib	HTT ATP protect	HttQ103 aggreg	CBFb-RUNX1 inh	GAA glycogen	GAA spleen mod	Lamin A splicing
CC(Sc1cccc[n+]1[O-])C(=O)Nc1cccc(S(=O)(=O)N2CCOCC2)c1 (stereo not drawn)	?	0%[10 µM]	5%	0%	-11%	-6%	?
O=C(CSc1cn(CCNC(=O)c2ccc3ccccc3c2)c2ccccc12)NCc1ccco1	1%	0%[10 µM]	-21%	-16%	-2%	3%	?
N#Cc1cc2c(nc1SCC(N)=O)CCCCC2	11%	5%[10 µM]	-12%	2%	-10%	6%	8%

Filtered by structure, the entries above containing a cyano group
SMILES	GAA inhib	HTT ATP protect	HttQ103 aggreg	CBFb-RUNX1 inh	GAA glycogen	GAA spleen mod	Lamin A splicing
CC(=O)Nc1sc2c(c1C#N)CC(C)(C)NC2(C)C	-5%	7%	-2%	3%	2%	-3%	1%
N#Cc1cc2c(nc1SCC(N)=O)CCCCC2	11%	5%[10 µM]	-12%	2%	-10%	6%	8%

(more compounds)
SMILES	GAA inhib	HTT ATP protect	HttQ103 aggreg	CBFb-RUNX1 inh	GAA glycogen	GAA spleen mod	Lamin A splicing
O=C(COC(=O)c1ccc(NS(=O)(=O)c2cccs2)cc1)NCC1CCCO1 (stereo not drawn)	-8%	1%	-6%	2%	0%	-6%	-19%[46 µM]
O=C1Cn2c(nc3ccccc32)N1c1cccc(C(F)(F)F)c1	2%	-29%	-4%[9.22 µM]	3%	1%	1%	8%
Cc1ccc2c(c1)C(c1ccc(F)cc1)N(C(=O)C1CC1)CC(=O)N2 (stereo not drawn)	2%[15.4 µM]	-24%	9%	-2%	-6%	1%	12%
CC(=O)Nc1sc(N/N=C\c2ccccc2Cl)nc1-c1cccs1	4%	-32%[10 µM]	-3%	-4%	-11%	0%	?
Cc1cc(C)cc(NC(=O)C(Sc2nnc(C)c(=O)[nH]2)c2ccccc2)c1 (stereo not drawn)	/	4%[10 µM]	-24%[9.22 µM]	1%	4%	11%	/
COCCCNC(=O)/C=C1\Sc2ccccc2N(Cc2ccccc2F)C1=O	-4%	-23%	-4%	7%	4%	-13%	?
CC1Cc2nc(SCC(=O)NCc3ccco3)n(Cc3ccccc3)c(=O)c2S1 (stereo not drawn)	9%	-12%[10 µM]	3%	-13%	2%	-3%	-7%
CCOC(=O)NC(=O)/C(C#N)=N\Nc1ccc(Cl)cc1	-7%	?	-5%	-4%	0%	2%	0%
CCN(CC)S(=O)(=O)c1ccc2c(c1)nc(SCn1nnc3ccccc3c1=O)n2CC	-3%	-25%	0%	0%	-8%	-6%	-1%
Cc1ccc(N/N=C/c2ccc(N3CCOCC3)cc2)cc1C	-9%	0%	1%	-1%	?	-1%	7%
COC(=O)c1ccc(NC(=O)c2ccccc2N(C)S(C)(=O)=O)cc1	-13%	-15%	4%	10%	-21%	-15%	0%
Cc1ccc(C(=O)c2ccc([N+](=O)[O-])cc2)cc1C	2%	17%	3%	-4%	1%	6%	12%
Cc1n[nH]c(C)c1CCN(C)Cc1cn(C)nc1-c1ccccc1F	5%	27%[10 µM]	5%[9.22 µM]	5%	-6%	13%	?
C=CCn1c(SCC2=C(C(=O)OCC)C(C)NC(=O)N2)nnc1C1CCCCC1 (stereo not drawn)	-4%	14%[1.9 µM]	0%	15%	8%	1%	0%
COC1(c2ccccc2)NC(=S)NN=C1c1ccccc1 (stereo not drawn)	4%	-7%	16%	-1%	-11%	-2%	-6%
COc1ccc(OC)c(S(=O)(=O)N2CCC(C(=O)NC(C)c3ccccc3)CC2)c1 (stereo not drawn)	4%	-21%[10 µM]	21%	2%	5%	1%	?
Cc1nn(-c2ccccc2)c2sc(-c3n[nH]c(=S)o3)cc12	?	-11%[10 µM]	1%	15%	-12%	-4%	?
COC(=O)c1c(NC(=O)c2ccoc2C)sc2c1CCC2	-3%	-12%[1.9 µM]	21%	0%	3%	-8%	6%
COc1cc2c(C(=O)NCCCN3CC(C)CC(C)C3)cn(CC(C)C)c(=O)c2cc1OC (stereo not drawn)	-6%	-46%[inhibitor]	16%	3%	5%	-6%	-1%
O=C(Oc1ccc(-c2ccccc2)cc1)C1C2CCCCC21 (stereo not drawn)	6%	6%[10 µM]	7%	18%	-2%	-8%	-8%
CC(=O)N(CCCCN1C(=O)c2ccccc2C1=O)c1ccc(C)cc1	-11%	10%	0%	4%	0%	5%	10%
COc1ccc(-c2c(C)nn3c(N4CCN(Cc5ccccc5)CC4)cc(C)nc23)cc1OC	?	-1%	-11%	-4%	-5%	3%	2%

Compounds were not picked by outcome; 1.5% or so of the library scored in one or more.
